Screening data (PubChem BioAssay)
TDP1 cell CPT: DT40-hTDP1 cell growth loss with CPT; Potency, µM (top dose mostly 46.2 µM), for inactives: at the top dose activity change, negative = growth inhibition, hits mostly inhibitors; chicken DT40 Tdp1-/-;hTDP1 cells + 20 nM CPT, ATP luminescence, 48 h; 420,000 tested, 12% active; note: nearly all actives have a fitted effect of over 55% in size
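Chicken DT40 Tdp1-/- cells complemented with human TDP1, 400 cells/well, exposed to compounds plus 20 nM camptothecin for at least 48 h at 37 C; viability read as ATP content by CellTiter-Glo luminescence.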
TDP1 block: blocks human tyrosyl-DNA phosphodiesterase 1; Q9NUW8; recombinant TDP1, AlphaScreen DNA substrate cleavage; Potency, µM (series often up to 130 µM), for the others: top-dose activity change, negative = inhibition, hits mostly inhibitors; 350,000 tested, 0.28% active; note: nearly all actives have a fitted effect of over 40% in size
Target sequence (Q9NUW8 whole entry, looked up): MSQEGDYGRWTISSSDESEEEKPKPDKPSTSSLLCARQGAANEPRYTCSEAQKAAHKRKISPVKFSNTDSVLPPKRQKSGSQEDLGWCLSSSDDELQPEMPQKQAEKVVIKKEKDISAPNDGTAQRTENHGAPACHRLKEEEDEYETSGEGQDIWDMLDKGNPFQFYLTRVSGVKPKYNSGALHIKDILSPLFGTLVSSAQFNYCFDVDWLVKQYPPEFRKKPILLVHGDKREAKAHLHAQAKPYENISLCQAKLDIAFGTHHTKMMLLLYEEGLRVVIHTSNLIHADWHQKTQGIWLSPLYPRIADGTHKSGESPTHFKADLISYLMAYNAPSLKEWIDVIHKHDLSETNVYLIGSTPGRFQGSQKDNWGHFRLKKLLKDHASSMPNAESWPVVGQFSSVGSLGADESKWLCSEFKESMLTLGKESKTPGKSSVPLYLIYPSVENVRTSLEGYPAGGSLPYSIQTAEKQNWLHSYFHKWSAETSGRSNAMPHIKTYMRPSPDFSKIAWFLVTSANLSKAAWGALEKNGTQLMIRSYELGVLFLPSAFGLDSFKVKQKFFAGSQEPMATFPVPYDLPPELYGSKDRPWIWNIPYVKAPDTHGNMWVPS
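AlphaScreen read-out: signal falls as enzyme removes the 3' tyrosine-FITC from a 5'-biotinylated DNA oligo (15 nM, 5 min, RT). Enzyme was E. coli-made recombinant Tdp1 at 1 nM, exposed to compound for 15 min beforehand; beads 10 ug/ml, 10 min.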
TDP1 cell noCPT: qHTS for Inhibitors of human tyrosyl-DNA phosphodiesterase 1 (TDP1): qHTS in cells in absence of CPT | DT40 Tdp1-/- hTDP1 cells, no CPT, ATP luminescence, 48 h | Potency, µM (titrated, usually from 46.2 µM), inactives show top-dose activity change, negative = growth inhibition, hits mostly inhibitors | 420,000 tested, 15% active; note: nearly all actives have a fitted effect of over 55% in size
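Chicken DT40 Tdp1-/- cells complemented with human TDP1, screened without camptothecin (DMSO vehicle only), 400 cells/well. Compounds pin-transferred, cells incubated at 37 °C for at least 48 hr. Growth read as ATP-dependent luminescence (CellTiter-Glo, 30 min at RT).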
An asterisk follows results filed as active; ? = inconclusive; . = not tested or not shown; & = joins results of further samples. Calls come from the whole dose curve; as a rule, active = well fitted curve in the direction sought with a large enough effect; inconclusive = small, poorly fitted or top-dose-only effect, or another doubt; inactive = no such curve, though single readings can be large; an effect the other way counts as inactive or inconclusive. % is set by controls: 0 for no effect and ±100 for the full control effect; potency is the fitted concentration of half-maximal effect.

A first look:
SMILES | TDP1 cell CPT | TDP1 block | TDP1 cell noCPT
CCNC(=S)NS(=O)(=O)c1ccc(CC)cc1 | -7% | 5% | -6%
CS(=O)(=O)c1ccc(Cl)c(NC(=O)COC(=O)c2cccc(S(=O)(=O)N3CCCC3)c2)c1 | -21% | -3% | -12%
Nc1cc(Cl)ccc1N1CCCCCC1 | 0% | -2% | ?

The list itself, repeating the preview:
SMILES | TDP1 cell CPT | TDP1 block | TDP1 cell noCPT
CCNC(=S)NS(=O)(=O)c1ccc(CC)cc1 | -7% | 5% | -6%
CS(=O)(=O)c1ccc(Cl)c(NC(=O)COC(=O)c2cccc(S(=O)(=O)N3CCCC3)c2)c1 | -21% | -3% | -12%
Nc1cc(Cl)ccc1N1CCCCCC1 | 0% | -2% | ?
c1ccc(CNc2ccc3c(c2)ncn3C2CCCCC2)nc1 | ? | 6% | ?
COc1ccccc1NC(=O)CN1CCN(CC(=O)Nc2ccc(OCc3ccccc3)cc2)CC1 | ? | 3% | 16µM*
COc1cc(CN(C(=O)c2ccc(Cl)cc2)C2CCS(=O)(=O)C2)cc(OC)c1OC (stereo not given) | 0% | 5% | -4%
Cc1cc(/C=C2\SC(=S)NC2=O)cc(C)c1O | ? | 9% | ?
NS(=O)(=O)c1ccc(NC(=O)COC(=O)c2cn(-c3ccccc3)nc2-c2ccc(F)cc2)cc1 | ? | 2% | ?
CC(=O)Nc1ccc(/C(C)=N/NC(=O)c2ccc(CN3CCOCC3)cc2)cc1 | -4% | 1% | -24%
Cc1ccc(C(=O)NCCc2csc(-c3cccc(F)c3)n2)cc1C | -26% | 3% | -19%
CC(=O)N1CCN(S(=O)(=O)c2cccc(C(=O)NNC(=O)Cn3nc(C)cc3C)c2)CC1 | 7% | 0% | 2%
CC(=O)OCC(=O)C1(O)CCC2C3CC(F)C4=CC(=O)CCC4(C)C3C(=O)CC21C (stereo not given) | 21% | . | -18%
CCOC(=O)c1c(NC(=O)COC(=O)CCNS(=O)(=O)c2ccccc2)sc(C(=O)N(C)C)c1C | -9% | 7% | ?
CCOc1ccc(S(=O)(=O)Nc2ccccc2C(=O)N2CCCC2)cc1 | -9% | -3% | -20%
COC(=O)c1ccc(CN2CCN(CC(C)C)C(CCO)C2)cc1 (stereo not given) | -12% | 7% | -16%
NC(=O)NS(=O)(=O)Oc1ccccc1 | 4% | . | -9%
Cn1cnnc1SCC(=O)Nc1ccccc1F | 0% | 4% | 0%
CCN1CCN(C(c2cccs2)C(C)NS(=O)(=O)c2ccc(Br)cc2)CC1 (stereo not given) | ? | -4% | 26µM*
CCN(CC(=O)Nc1c(F)cccc1F)C(=O)CNC(=O)c1ccc2c(c1)OCO2 | -17% | 4% | 12%
CC(=NCCc1ccccc1)C1=C(O)COC1=O | 4% | -5% | 3%
O=C(CN1CCN(c2ccccc2)CC1)N1CCc2[nH]c3ccccc3c2C1 | -29% | 8% | ?
C=CCNC(=O)c1ccc(C2SCC(=O)N2Cc2ccccc2)cc1 (stereo not given) | -9% | 5% | -3%
COc1ccc(OCC(=O)NCc2ccc3c(c2)CCN3C(=O)c2ccc(F)cc2)cc1 | -29% | 0% | ?
COc1cccc(C(=O)NCC(=O)OCC(=O)Nc2cc(OC)c([N+](=O)[O-])cc2C)c1 | 5% | 3% | 0%
CCCCOC(=O)CSC1=C(C#N)C(c2ccccc2OCC)C(C#N)C(=O)N1 (stereo not given) | -22% | 6% | -11%

Compound profiles (already shown):
COc1ccccc1NC(=O)CN1CCN(CC(=O)Nc2ccc(OCc3ccccc3)cc2)CC1 in the list: TDP1 cell CPT = ?; TDP1 block = 3%; TDP1 cell noCPT = 16µM*
CCN1CCN(C(c2cccs2)C(C)NS(=O)(=O)c2ccc(Br)cc2)CC1 (stereo not given) in the list: TDP1 cell CPT = ?; TDP1 block = -4%; TDP1 cell noCPT = 26µM*

Next section
SMILES | TDP1 cell CPT | TDP1 block | TDP1 cell noCPT
Cc1nc(Cc2nnc(SCC(=O)N3CCN(c4ccc(F)cc4)CC3)o2)cs1 | -29% | -15% | ?
CCOc1ccc(CCNC(=O)Cn2ccc3cc(S(=O)(=O)N4CCCCCC4)ccc32)cc1 | 21µM* | 3% | 13µM*
COC(=O)c1ccc(NC(=O)CCCCCn2nnc3ccccc3c2=O)cc1 | -15% | . | 0%
CCN(Cc1ccccc1)Cc1c(O)ccc2c(=O)c(-c3ccccc3)c(C(F)(F)F)oc12 | ? | . | ?
CC1CCN(C(=O)CSc2nnc(Cc3cccn3C)n2-c2ccc(F)cc2)CC1 | ? | 8% | -37%
Nn1c(SCC(=O)Nc2ccc(F)c(F)c2)nnc1C1CCCCC1 | -27% | -4% | -25%
Cc1ccc(S(=O)(=O)/C=C2\OCc3ccccc32)cc1 | -28% | . | -27%
COc1ccc(-n2c(SCC(=O)NCCC(C)C)nc3ccsc3c2=O)cc1 | -18% | 2% | -3%
COc1ccc(C(=O)COC(=O)C(C)N2C(=O)C3C4CCC(C4)C3C2=O)cc1 (stereo not given) | -2% | 3% | -15%
CC(C)(C)OCC1CO1 (stereo not given) | -5% | 0%&4% | 16%
CCNc1nc(NCC)n2c(SCC(=O)Nc3ccc(C)cc3Br)nnc2n1 | -28% | 1% | ?
O=S(=O)(Cc1ccccc1)N1CCN(Cc2c(F)cccc2Cl)CC1 | ? | 0% | ?
Cc1ccnc(SC2CC(=O)N(c3ccc(Br)cc3)C2=O)n1 (stereo not given) | ? | . | ?
Cc1nc(N)sc1C(=O)NN | 13% | 4% | -6%
O=C(NC1CCCCCC1)c1cc(=O)[nH]c2ccc(S(=O)(=O)N3CCOCC3)cc12 | -6% | 2% | 0%
O=C(Nc1cccc(C(=O)N2CCOCC2)c1)c1cncc(Br)c1 | -15% | -5% | ?
CCCCc1cc(=O)oc2cc(C)cc(OC(C)C(=O)NCC3CCC(C(=O)O)CC3)c12 (stereo not given) | -11% | . | -16%
Cc1cccc(NC(=O)c2ccc(F)c(S(=O)(=O)NCc3ccco3)c2)c1 | ? | 8% | ?
CN(C)C(=O)c1cc([N+](=O)[O-])cc([N+](=O)[O-])c1N(C)C | -18% | -1% | -2%
Cc1ccc2c(c1)c(/C=C/c1cc[n+](C)cc1)c(C)n2C | 0.52µM* | . | 0.41µM*
CC(=O)Nc1ccc(OCCOc2ccc([N+](=O)[O-])cc2)cc1 | ? | 1% | ?
Cc1cc(SCC(=O)NC2(C#N)CCCCC2)nc2c(C)cccc12 | -4% | . | 7%
Cc1ccc2c(c1)nnn2C1CCN(CC(=O)NNC(=O)c2ccco2)CC1 | -1% | 1% | -10%
COc1ccc(C)cc1Nc1cc(C)nc(C)n1 | -27% | 6% | ?
COc1ccc(N2CCN(C(=O)CSc3ccc(C)cc3)CC2)cc1 | -3% | -8% | ?
Further structures follow:
SMILES | TDP1 cell CPT | TDP1 block | TDP1 cell noCPT
COc1ccc(-c2nc3ccccc3o2)cc1NC(=O)c1ccc(OCC(C)C)cc1 | ? | 6% | ?
CCC(C(=O)N1CCN(Cc2ccc3c(c2)OCO3)CC1)n1c(=O)[nH]c2ccccc2c1=O (stereo not given) | 0% | 4% | 10%
COc1ccc(/C=N\NC(=O)c2ccc([N+](=O)[O-])cc2)cc1COc1c(F)c(F)cc(F)c1F | ? | 4% | ?
COc1cccc(NC(=O)CSc2nnc(-c3cccnc3)o2)c1 | -1% | 5% | -1%
Cc1ccc(C)c(N=Nc2ccc(O)c3ncccc23)c1 | 2.1µM* | 11% | 2.1µM*
O=C(O)C1CCCCC1C(=O)Nc1ccc(-c2ccccc2)cc1 (stereo not given) | 0% | -1% | -2%
N/C(=N\NS(=O)(=O)c1cc(C(F)(F)F)cc(C(F)(F)F)c1)c1ccccn1 | 1% | 11% | -7%
COc1ccccc1-c1cc(C(=O)N2CCCC2)no1 | 4% | 17% | -12%
COc1ccc(S(=O)(=O)NC(CC(=O)NCc2ccccc2OC)c2ccco2)cc1 (stereo not given) | -23% | -3% | ?
Cc1ccc(C2CC(c3ccc(Cl)cc3)=NNC2=O)cc1 (stereo not given) | -12% | -2% | ?
CCOC(=O)Cc1csc(NS(=O)(=O)c2ccc(Cl)cc2)n1 | -8% | -2% | 1%
CC(C)OC(=O)CC(=O)CC(O)c1cccc([N+](=O)[O-])c1 (stereo not given) | -8% | . | -12%
COC(=O)c1ccc(OCC(=O)NC(C)(C)C)cc1 | 2% | 10% | 3%
COc1ccccc1/C=C/C(=O)Nc1nc2n(n1)C(c1ccc(F)cc1)C=C(c1ccccc1)N2 (stereo not given) | 10µM* | 9% | 4.6µM*
CCC(=O)Nc1cc(-c2nn(CC(=O)N3CCCCC3)c(=O)c3ccccc23)ccc1N1CCOCC1 | -1% | 2% | -8%
Cc1[nH]c2ccc3ccccc3c2c(=O)c1C/C=C/Cl | -2% | . | -7%
COc1ccc(C=C(C(C)=O)C(=O)c2ccccc2)cc1 | ? | . | ?
O=C(N/N=C/c1ccc(F)cc1)c1cc(-c2ccccn2)nc2ccccc12 | ? | -4% | -19%
CC(=O)N1CCN(CCN2C(C)=CC(=C(C#N)C#N)C=C2C)CC1 | -28% | 5% | -17%
O=C(NCc1ccncc1)[C@@H]1CCCN1C(=O)[C@@H]1CCCN1C(=O)c1ccccc1 | -18% | . | -9%
O=C(COC(=O)c1n[nH]c2ccccc12)Nc1ccccc1 | 8% | 0% | -8%
N#C/C(=N\Nc1ccccc1)C(=N)N1CCCCC1 | -1% | 6% | -21%
Cc1nn(-c2ccccc2)c(C)c1C(=O)OCC(O)=C(C#N)c1nc2ccccc2[nH]1 | 6% | . | ?
Cc1ccc(NC(=O)Cn2cccc2C2=NC(c3ccccc3)CO2)cc1C (stereo not given) | ? | 1% | ?
O=Nc1c(O)[nH]c2c(F)cccc12 | 1% | 1% | -2%
N/C(Cn1cncn1)=N\NC(=O)C(=O)Nc1ccc(Cl)cc1Cl | 5% | 8% | -1%

3 records picked at random from the list so far:
SMILES | TDP1 cell CPT | TDP1 block | TDP1 cell noCPT
Cc1[nH]c2ccc3ccccc3c2c(=O)c1C/C=C/Cl | -2% | . | -7%
CCC(C(=O)N1CCN(Cc2ccc3c(c2)OCO3)CC1)n1c(=O)[nH]c2ccccc2c1=O (stereo not given) | 0% | 4% | 10%
O=C(N/N=C/c1ccc(F)cc1)c1cc(-c2ccccn2)nc2ccccc12 | ? | -4% | -19%

The order is random; about 18% have a hit in one of these screens.
